From PubChem BioAssay
KCNH2 3.1 inh = KCNH2 3.1 (human) potassium channel inhibition | U2OS KCNH2 3.1, thallium flux FluxOr; active compounds read low | activity change, % (tested at about 1.8 µM) | hit rate 0.95% among 340,000;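 active = maximum activity change below -70%; inconclusive = maximum activity change from -70% to -50%; inactive = maximum activity change above -50%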;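 also: thallium influx rate constant from kinetic fluorescence after stimulation buffer; % is scaled to controls: 0 for no effect and ±100 for the full control effect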
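Channel expression came from 3.1 mutant virus (1.77 x 10^8 /mL) applied to suspended U2OS cells for 4 h. Flux was tracked with FluxOr dye plus Red40 quencher, and kinetic rate constants normalized to controls.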
Menin MLL FP TR = displaces Texas Red mutant MLL peptide from human menin; O00255; Menin + Texas Red MLL mutant peptide, fluorescence polarization; Potency, µM (highest dose often 61.6 µM), without a hit: at the highest dose FP activity change, negative = inhibition, actives largely listed as inhibitors; hit rate 0.23% among 270,000; AID 1768; active = well fitted inhibition curve with a large enough effect in the polarisation, with a control signal flat, not every such curve was filed as active; inconclusive = small, poorly fitted or top-dose-only effect, or effect the other way, or a change in a side signal; inactive = no such curve, though single readings can be large or run the other way; the % refers to the polarisation; also: potency is read from the fitted curve at half-maximal effect; % of control where 0% means no effect; many of its hits are not listed in these tables
MBNL1-CUG inh = blocks human MBNL1 binding to CUG repeat RNA; Q9NR56; TR-FRET MBNL1-His/biotin-(CUG)12 binding, 665/545 ratio; Potency, µM (series often up to 57.5 µM), for the others: at the top dose activity change, negative = inhibition, actives largely listed as inhibitors; hit rate 0.036% among 280,000; AID 2675; active = well fitted inhibition curve with a large enough effect in the signal ratio, with a control signal flat, not every such curve was filed as active; inconclusive = small, poorly fitted or top-dose-only effect, or effect the other way, or a change in a side signal; inactive = no such curve, though single readings can be large or run the other way; the % refers to the signal ratio; also: potency is read from the fitted curve at half-maximal effect; % is scaled to controls: 0 for no effect and ±100 for the full control effect
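TR-FRET readout: Ex 340 nm, 665/545 nm emission ratio, normalized to buffer-only (basal) and MBNL1-(CUG)12 controls. Complex of MBNL1-His with Biotin-(CUG)12, compounds 92 nM–58 uM, incubated 60 min at room temperature.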
Gal4-VP16 FLuc = Gal4-VP16 reporter inhibition counter-screen; Drosophila S2 Gal4-VP16 UAS-luciferase, luminescence, 20 h; Potency, µM (doses to about 53.6 µM), for inactives: at the highest dose activity, negative = inhibition, usual class: inhibitors; hit rate 3.5% among 310,000;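 also: Gal4-VP16 expression switched on by copper sulfate through the metallothionein promoter; potency is read from the fitted curve at half-maximal effect; % is scaled to controls: 0 for no effect and ±100 for the full control effect; nearly all actives have a fitted effect of over 50% in size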
RORgamma inh = blocks mouse ROR gamma transcriptional activity. P51450. Drosophila S2 Gal4-RORgamma UAS-luciferase reporter, 20 h. Potency, µM (top dose mostly 53.6 µM), without a hit: at the top dose activity change, negative = inhibition, usual class: inhibitors. hit rate 5.4% among 310,000. AID 2551; also: potency is read from the fitted curve at half-maximal effect; % is scaled to controls: 0 for no effect and ±100 for the full control effect; nearly all actives have a fitted effect of over 60% in size
Target sequence (P51450 whole entry, looked up, the tested form may be a part): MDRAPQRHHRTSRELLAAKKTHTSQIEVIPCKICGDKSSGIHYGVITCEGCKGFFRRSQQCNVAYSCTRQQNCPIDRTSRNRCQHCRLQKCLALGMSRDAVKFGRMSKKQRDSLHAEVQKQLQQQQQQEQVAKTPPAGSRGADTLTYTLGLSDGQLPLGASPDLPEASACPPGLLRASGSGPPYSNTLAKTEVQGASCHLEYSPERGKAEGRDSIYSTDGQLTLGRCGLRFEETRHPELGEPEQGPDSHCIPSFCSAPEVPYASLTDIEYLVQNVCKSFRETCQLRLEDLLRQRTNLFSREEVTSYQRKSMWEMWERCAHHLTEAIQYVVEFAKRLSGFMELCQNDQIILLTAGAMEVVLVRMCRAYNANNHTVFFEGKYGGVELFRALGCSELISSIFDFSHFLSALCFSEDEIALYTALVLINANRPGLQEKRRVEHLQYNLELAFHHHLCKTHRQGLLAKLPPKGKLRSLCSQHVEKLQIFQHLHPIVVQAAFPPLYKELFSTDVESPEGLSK
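In this cell-based reporter format, copper sulfate (700 uM final) drives Gal4–ROR gamma fusion expression from a metallothionein promoter in Drosophila Schneider cells; compounds preincubated 1 hr, reporter read after 20 hr at ambient temperature.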
ELG1 DNA repair = ELG1-dependent DNA repair inhibition | HEK293T ELG1-luciferase reporter, luminescence, 16 h; DNA damage induced by 5-fluorouridine | Potency, µM (highest dose often 46.1 µM), without a hit: at the highest dose activity change, negative = inhibition, hits mostly inhibitors | hit rate 2.3% among 330,000 | AID 504467; also: potency is read from the fitted curve at half-maximal effect; % is scaled to controls: 0 for no effect and ±100 for the full control effect; nearly all actives have a fitted effect of over 55% in size
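DMSO vehicle served as the neutral condition. Each well held 2,000 cells given 5-fluorouridine plus compound; after 16 hr at 37 °C/5% CO2, ONE-Glo was added and luciferase measured 30 min later.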
Rab9 promoter act = activates the Rab9 promoter. Huh7 Rab9 promoter-luciferase reporter, luminescence, 24 h. Potency, µM (top dose mostly 9.22 µM), for inactives: at the top dose activation, negative = inhibition, usual class: activators. hit rate 2.8% among 320,000; also: potency is read from the fitted curve at half-maximal effect; % of control where 0% means no effect; nearly all actives have a fitted effect of over 60% in size
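Measured in stably transfected Huh7 cells bearing a Rab9 promoter–luciferase construct: 24 h compound treatment at 37 °C, followed by luminescence detection.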
Mito fusion act = inhibitors of mitochondrial division or activators of mitochondrial fusion; Potency, µM (top dose mostly 46.1 µM), inactives show at the highest dose growth rescue (activation), most hits filed as activators; hit rate 0.23% among 320,000; S. cerevisiae fusion-defective mutant growth rescue, CellTiterGlo 48 h; AID 485298;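 also: potency is read from the fitted curve at half-maximal effect; % of control where 0% means no effect; nearly all actives have a fitted effect of over 45% in size; temperature-sensitive fusion mutants such as fzo1-1 at 37 °C on non-fermentable ethanol glycerol medium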
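Read-out: ATP-based luminescence (CellTiterGlo, 10 min ambient) reporting growth of fusion-defective ts yeast after 48 hours at 37C on glycerol/ethanol YPEG medium in the presence of compound.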
FLuc counter = counter-screen for miR-21 project: firefly luciferase inhibitors or activators; hit rate 6.9% among 360,000; AID 588342; Potency, µM (titrated, usually from 57.5 µM), inactives show at the highest dose activity change, negative = inhibition, most hits filed as inhibitors; purified FLuc, Km substrates, luminescence inhibition;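 also: potency is read from the fitted curve at half-maximal effect; plate controls were vehicle for no effect and reference inhibitor for full effect; nearly all actives have a fitted effect of over 55% in size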
Target sequence (P08659 whole entry, looked up): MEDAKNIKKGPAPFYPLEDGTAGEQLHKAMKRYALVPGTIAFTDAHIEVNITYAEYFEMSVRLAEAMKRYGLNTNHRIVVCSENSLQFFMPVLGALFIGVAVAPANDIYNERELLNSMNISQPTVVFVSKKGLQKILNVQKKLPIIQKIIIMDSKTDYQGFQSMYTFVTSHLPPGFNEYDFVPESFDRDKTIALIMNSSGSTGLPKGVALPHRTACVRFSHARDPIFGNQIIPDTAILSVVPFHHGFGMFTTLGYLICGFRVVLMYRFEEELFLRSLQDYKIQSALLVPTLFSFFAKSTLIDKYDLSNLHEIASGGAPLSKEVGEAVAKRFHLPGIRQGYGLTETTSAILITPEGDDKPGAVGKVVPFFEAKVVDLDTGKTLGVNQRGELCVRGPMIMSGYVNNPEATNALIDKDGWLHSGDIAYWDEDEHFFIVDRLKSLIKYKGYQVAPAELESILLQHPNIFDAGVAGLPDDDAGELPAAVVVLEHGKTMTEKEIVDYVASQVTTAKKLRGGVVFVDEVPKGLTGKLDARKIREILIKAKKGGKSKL
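Purified P. pyralis luciferase, 10 nM final, with Km-level 10 uM D-luciferin and 10 uM ATP in 50 mM Tris acetate pH 7.5, 10 mM Mg acetate, 0.01% Tween-20, 0.05% BSA; 6-point qHTS titration about 60 µM downward; luminescence read.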
PKM2 activator = PKM2 (human) enzyme activation | purified PKM2, Kinase-Glo ATP luminescence, activation; response scale: 0% is enzyme alone, no compound | Potency, µM (series often up to 57.5 µM), for the others: at the highest dose activation, hits mostly activators | hit rate 0.34% among 260,000 | AID 1631; also: potency is read from the fitted curve at half-maximal effect; % is scaled to controls: 0 for no effect and ±100 for the full control effect; nearly all actives have a fitted effect of over 55% in size
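hPK-M2, >95% pure; 0.1 mM ADP / 0.5 mM PEP final; imidazole pH7.2 buffer w/ 7 mM MgCl2, 50 mM KCl; 1 h RT; Kinase-Glo lum. Intermediate enzyme activity for dual inhibitor/activator qHTS.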
NPC1 promoter act = activators of NPC1 promoter | Huh7 NPC1 promoter luciferase reporter, 24 h | Potency, µM (highest dose often 9.22 µM), without a hit: top-dose activation, usual class: activators | hit rate 2.4% among 320,000 | AID 485313;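 also: potency is read from the fitted curve at half-maximal effect; % of control where 0% means no effect; nearly all actives have a fitted effect of over 60% in size; reporter is driven by a mutant NPC1 promoter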
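Quantitative HTS used a cell-based reporter: Huh7 cells stably bearing the NPC1 promoter upstream of luciferase were treated with compounds for 24 h, and promoter activation was read as luminescence.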
An asterisk follows results filed as active; ? = inconclusive; / = no result given; [ ] = remark or other dose. Unless noted, calls follow the shape of the dose curve; as a rule, active = well fitted curve in the direction sought with a large enough effect; inconclusive = small, poorly fitted or top-dose-only effect, or another doubt; inactive = no such curve, though single readings can be large; an effect the other way counts as inactive or inconclusive. The list is partial; the hit share may differ from the screen's.

SMILES | KCNH2 3.1 inh | Menin MLL FP TR | MBNL1-CUG inh | Gal4-VP16 FLuc | RORgamma inh | ELG1 DNA repair | Rab9 promoter act | Mito fusion act | FLuc counter | PKM2 activator | NPC1 promoter act
Cc1cc(=O)c(C(=O)Nc2cccc(N3CCCC3=O)c2)nn1-c1ccccc1F | 15 | / | / | / | / | ? | -1% | 2% | ? | / | -1%
Cn1c2c(c(=O)n(C)c1=O)CN(CCN1CCNCC1)CN2 | 3 | 21% | 1% | -6% | -4% | -2% | 5% | 2% | 1% | -15% | -1%
COc1ccc(Nc2nc(-c3c(C)nc4ncccn34)cs2)cc1 | -3 | ? | ? | ? | ? | -1% | -24% | 17% | -14% | 6% | -19%
CCOC(=O)C(NC(=O)Nc1ccc(C(N)=O)cc1)(c1ccccc1)C(F)(F)F (stereo not given) | -11 | -6% | -19% | 1% | ? | -13% | 1% | 4% | 3% | -2% | -1%
CN(CCc1cnn(C)c1)C(=O)CCc1nnc(CCCc2ccccc2)o1 | -6 | 0% | 10% | ? | -8% | ? | 13% | -2% | ? | 1% | 5%
O=C(c1cn(-c2ccccc2)nc1-c1ccc(F)cc1)N1CCOCC1 | -12 | 0% | -4% | -1% | 1%[10 µM] | -14% | 6% | 7% | ? | -5% | 3%
O=C(Nc1nc2c(s1)CCCC2)c1cc(-c2ccccc2)nc2ccccc12 | 8 | -12% | -2% | ? | ? | -10% | -11% | 6% | ? | -16% | -10%
Cc1nn(-c2ccc(Cl)cc2Cl)c(=O)c2ccccc12 | -16 | 12% | ? | 7% | -39% | -12% | -1% | 7% | 6% | -3% | -7%
CC(=O)N1CCOc2ccc(S(=O)(=O)NCCc3ccc(S(N)(=O)=O)cc3)cc21 | 26 | / | -4% | 3% | 2% | 15% | -3% | 0% | 2% | / | -3%
Cc1cccc(OCCCC(=O)Nc2nc3ccccc3[nH]2)c1 | -2 | -13% | -3% | -21% | 14µM* | ? | -7% | 0% | -7% | 2% | -1%
O=C(OCCN(CCOC(=O)c1ccncc1)S(=O)(=O)c1cccs1)c1ccncc1 | -4 | 1% | -24% | -1% | 12% | 8% | 10% | -5% | -2% | -14% | 4%
O=C(Nc1ccc2snnc2c1)Nc1cccc2ccccc12 | 6 | ? | -4% | ? | -43% | ? | 4% | 2% | 21µM* | 3% | -4%
CC(=O)c1ccc(NC(=O)c2ccc([N+](=O)[O-])o2)cc1 | -8 | -1% | ? | 13µM* | 6.3µM* | -4% | 16% | -19% | ? | 3%[11.5 µM] | 0%
COc1ccc(S(=O)(=O)N2CCCCCC2)cc1NC(=O)Cc1ccccc1 | 4 | -2% | -6% | -6% | 40% | ? | -8% | -3% | -6% | 12% | -1%
C=CCNc1nc(NCC)nc(N2CCOCC2)n1 | 0 | 16% | -7% | -23% | 2µM* | 4% | -1% | -9% | 2% | -3% | -5%
CNC(=S)Nc1cc(C(=O)N2CCCC2)ccc1N1CCCC1 | 0 | -15% | -4% | 5% | 16% | -9% | -1% | -1% | -3% | 0% | -3%
O=C(Nc1nc2c(s1)CCCC2)c1cc2n(n1)C(C(F)(F)F)CC(C1CC1)N2 (stereo not given) | -5 | 0% | 0% | 1% | 22% | ? | ? | 0% | ? | -3% | 12%
C#CCOc1ccc(Cl)cc1/C=C1/C(=O)ON=C1C | -28 | 3% | 4% | -3% | 23% | -4% | -2% | 3% | ? | / | -2%
CCOC(=O)/C=c1\s/c(=C\c2ccc3cc(OC)ccc3c2)c(=O)n1CC(=O)NCC1CCCO1 (stereo not given) | 2 | 3% | 3% | -15% | 0% | -26% | 1% | -2% | -6% | -2% | -4%
O=C(CCCN1C(=O)/C(=C\c2cccs2)SC1=S)Nc1cccnc1 | 2 | 7% | ? | ? | -24% | -5% | -9% | -1% | 3% | 4% | -8%
CCOc1ccc2nc(SCC(=O)N(CCOC)c3c(N)n(Cc4ccccc4)c(=O)[nH]c3=O)[nH]c2c1 | 7 | / | / | / | / | 19% | 0% | -9% | 2% | / | 2%
COc1ccccc1-c1nn(Cc2ccccc2)cc1/C=C/C(=O)O | -45 | / | 0% | -11% | 5% | 0% | -8% | 2% | 4% | -4% | 1%
CC(C)(CO)NCc1cccs1 | -14 | -8% | ? | -4% | 0% | 2% | 0% | 3% | 2% | 2% | 10%
COC(=O)CSC1=C(C#N)C(c2ccc(C)o2)CC(=O)N1 (stereo not given) | 15 | -3% | -3% | -5% | 11% | -4% | -25% | 2% | -1% | -5% | -23%
CN1C(=O)C(=O)/C(=C(/O)c2ccccc2)C1c1ccccc1 (stereo not given) | -8 | 3% | 6% | -1% | -6% | -1% | -5% | -2% | 0% | 3% | -2%
CCOC(=O)N1CCC(=NNS(=O)(=O)c2cccc([N+](=O)[O-])c2)CC1 | -71* | 2% | ? | 18% | -9% | 12% | 0% | -5% | 0% | 0% | -1%
CN1C(=O)CC(Nc2cccc3cccc(N)c23)C1=O (stereo not given) | 1 | ? | ? | -22% | -10% | ? | 19% | ? | 1% | 1% | 11%
O=C1Nc2cc(C(=O)NCCCN3CCCC3)ccc2S/C1=C/c1ccccc1F | -33 | -5% | ? | -16% | -39% | 4% | 4% | -6% | ? | / | -2%
Cc1cc(C)nc(S/C=C/C(=O)c2ccc(F)cc2)n1 | / | / | 20% | -4% | -15% | ? | -19% | -8% | 1.9µM* | -1% | -6%
Nc1cc(OC(=O)c2ccccc2Br)nn1S(=O)(=O)c1ccccc1 | 15 | ? | -1% | -12% | 5% | ? | 10% | -5% | ? | 8% | -1%
CC(C)(C)NS(=O)(=O)c1ccc(/C=C/C(=O)O)cc1 | 1 | 18% | 4% | -5% | 29% | -2% | 5% | 1% | -7% | -2% | -3%
CC(C)CCNC(=O)CC1C(=O)N(Cc2ccccc2)C(C)c2nc3ccccc3n21 (stereo not given) | 5 | 1% | 0% | 7% | 14% | ? | -2% | 0% | 7% | 3% | 0%
CCOc1cc(C=O)cc(Br)c1OCC(N)=O | 8 | -1% | 3% | -7% | 12% | 1% | -5% | 4% | 0% | -3% | 0%
O=C(c1nc(SCc2ccc([N+](=O)[O-])cc2)n2ccccc12)C(F)(F)F | -71* | / | 15% | -10% | 13% | -19% | 1% | 3% | 1% | 5% | -2%
O=C(O)c1ccccc1-c1cn2cc(Cl)ccc2n1 | -3 | 2% | / | ? | ? | ? | ? | 30% | 7.6µM* | -11% | 18%
CCn1cc([N+](=O)[O-])c(C(=O)Nc2ccn(Cc3ccccc3)n2)n1 | 1 | -21% | ? | -17% | 1% | -8% | -5% | 0% | 3% | -6% | 1%
Clc1cccc(-c2nc(-c3ccccn3)no2)c1 | -3 | -1% | 2% | 8.9µM* | 5µM* | ? | 0.1µM* | -6% | 0.34µM* | -54% | 0.32µM*
O=C1c2ccccc2C2(c3ccccc3)N1CCN2C(=O)C(Cl)(Cl)Cl (stereo not given) | -2 | -1% | -4% | 13% | 18% | -15% | -3% | -9% | -1% | / | -7%
COc1cc(C2C(C#N)=C(N)Oc3n[nH]c(-c4cccs4)c32)cc(OC)c1O (stereo not given) | 6 | 31%[activator] | 8% | 22% | -15% | ? | -3% | -2% | -5% | 0% | -1%
O=C(CCc1ccc(S(=O)(=O)N2CCOCC2)cc1)Nc1cc(Cl)ccc1N1CCOCC1 | -12 | -4% | 22% | -1% | 39% | ? | 2% | 2% | -2% | -2% | -2%
CCN=c1sc(C(=O)OC)cc(=O)n1CC | -3 | / | 7% | 7% | 2% | 14% | -2% | -7% | ? | -1% | -1%
OCCNc1nc(-c2ccccc2)nc2c1oc1ccccc12 | 4 | / | 3% | -16% | -16% | ? | -2% | 4% | ? | -3% | -2%
COc1ccc(NC(=O)CC2C(=O)N(CCc3ccccc3)C(=S)N2Cc2cccnc2)cc1 (stereo not given) | -16 | ? | 18% | -4% | 39% | ? | -2% | 7% | 2% | 9% | -3%
